Bfl-1 Bim block – inhibitors of Bim-Bfl-1 interaction, human | AID 1008 | Bead-based flow cytometry, Bim-Bfl-1 binding inhibition | inhibition, % at 10 µM | Q16548 | 190,000 tested, 0.12% active;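 also: 0% = wells without compound plus tracer and 100% = blocker peptide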
Mcl1 Bid PPI – Mcl-1/Bid interaction inhibition; Q07820; TR-FRET Mcl-1/Bid-Dy647 peptide binding, 1536-well; inhibition, % at 21.7 µM; 220,000 tested, 0.97% active; AID 1021;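 active = compounds that cut the binding signal by more than half at the single screening dose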;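 also: His-tagged Mcl-1 with europium anti-His antibody binding Bid BH3 peptide; 0% = Mcl-1 plus peptide wells and 100% = peptide-only wells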
Target sequence (Q07820 whole entry, looked up): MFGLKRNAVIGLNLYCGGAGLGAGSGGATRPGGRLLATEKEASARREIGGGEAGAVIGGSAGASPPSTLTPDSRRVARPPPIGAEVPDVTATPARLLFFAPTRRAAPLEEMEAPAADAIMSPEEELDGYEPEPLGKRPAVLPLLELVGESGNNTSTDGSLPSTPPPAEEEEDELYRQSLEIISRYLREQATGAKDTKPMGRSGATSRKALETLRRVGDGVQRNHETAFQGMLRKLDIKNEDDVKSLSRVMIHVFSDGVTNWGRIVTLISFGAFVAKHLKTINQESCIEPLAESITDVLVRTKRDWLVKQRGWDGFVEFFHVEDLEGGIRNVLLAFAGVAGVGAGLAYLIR
RGS7-Gao – regulators of human RGS7-Galphao interaction. P09471. Multiplexed bead flow cytometry, RGS7-Galphao binding; actives lie on both sides. binding response (% of control), % at 10 µM. 220,000 tested, 0.35% active; in the data active = binding response below about 49% or above about 150%; inconclusive = no clear call, values can overlap the other calls; inactive = in between;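 also: fluorescent Galphao held in activated GDP-AlF4 state binding bead-coupled RGS7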
RGS8-Gao – human RGS8-Galphao interaction regulation; 220,000 tested, 0.34% active; response (percent of control binding), % at 10 µM; P09471; AID 1423; multiplexed bead flow cytometry, RGS8-Galphao binding; actives lie on both sides; in the data active = response below about 60% or above about 140%; inactive = in between;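 also: Galphao activated as the GDP aluminium fluoride complex binding bead-coupled RGS8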
RGS4-Gao reg – modulates binding of RGS4 to human Galphao | P09471 | Multiplexed bead flow cytometry; actives lie on both sides | binding response (% of control), % at 10 µM | 220,000 tested, 0.33% active | AID 1415; in the data active = binding response below about 49% or above about 150%; inactive = in between;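 also: fluorescent Galphao activated with aluminum fluoride binding bead-coupled RGS4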
Bcl-2 Bim block – human Bim-Bcl-2 interaction inhibition | P10415 | Bead-based flow cytometry, Bim peptide-Bcl-2 binding | inhibition, % at 10 µM | 190,000 tested, 0.06% active | AID 950; in the data active = inhibition above about 40%; inconclusive = no clear call, values can overlap the other calls;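 also: 0% = no compound wells with probe peptide and 100% = reference peptide inhibitor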
GSH fluor – GSH bead compound fluorescence profile; GSH beads flow cytometry, compound fluorescence 488/530 nm; active compounds read high; AID 1776; 190,000 tested, 0.25% active; fluorescence (KMESF) at 10 µM; in the data active = fluorescence above about 89;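 also: glutathione beads carrying GST-tagged Bcl family fusion proteins plus one bare bead set; values are compound well signal with DMSO vehicle wells as background; inactives centre near 16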
Bcl-B Bim block – disrupts Bim peptide binding to human Bcl-B; bead-based flow cytometry; 190,000 tested, 0.073% active; inhibition, % at 10 µM; Q9HD36; AID 951;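 also: 0% = tracer peptide without compound and 100% = reference inhibitor peptide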
Target sequence (Q9HD36 whole entry, looked up): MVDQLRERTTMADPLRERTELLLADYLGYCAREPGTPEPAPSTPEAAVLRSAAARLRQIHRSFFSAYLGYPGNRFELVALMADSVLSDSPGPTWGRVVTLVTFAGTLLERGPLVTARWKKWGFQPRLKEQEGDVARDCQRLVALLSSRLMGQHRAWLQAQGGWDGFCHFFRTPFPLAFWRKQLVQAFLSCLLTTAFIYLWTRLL
Bim-Bcl-W – human Bim-Bcl-W interaction inhibition; Q92843; bead-based flow cytometry, Bim peptide-Bcl-W binding; inhibition, % at 10 µM; 190,000 tested, 0.02% active; AID 952;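 also: 0% = bound tracer without compound and 100% = peptide blocker; higher means less fluorescent Bim peptide bound to Bcl-W beads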
Target sequence (Q92843 whole entry, looked up): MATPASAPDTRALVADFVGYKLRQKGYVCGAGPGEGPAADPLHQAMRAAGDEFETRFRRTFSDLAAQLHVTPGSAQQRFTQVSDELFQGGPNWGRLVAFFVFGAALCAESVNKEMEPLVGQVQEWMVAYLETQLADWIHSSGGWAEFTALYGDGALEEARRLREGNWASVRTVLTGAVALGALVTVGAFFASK
Bim-Bcl-XL – human Bim-Bcl-XL interaction inhibition. Q07817. Bim peptide-Bcl-XL binding, bead flow cytometry, fluorescence. inhibition, % at 10 µM. 190,000 tested, 0.04% active
Target sequence (Q07817 whole entry, looked up): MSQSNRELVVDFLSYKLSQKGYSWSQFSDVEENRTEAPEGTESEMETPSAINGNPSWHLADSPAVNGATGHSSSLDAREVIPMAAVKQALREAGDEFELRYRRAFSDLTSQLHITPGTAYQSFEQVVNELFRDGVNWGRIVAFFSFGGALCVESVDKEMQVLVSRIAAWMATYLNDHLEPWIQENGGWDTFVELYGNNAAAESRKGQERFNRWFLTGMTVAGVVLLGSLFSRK
Bim-Mcl-1 – inhibitors of Bim-Mcl-1 interaction, human. Bead-based flow cytometry, Bim peptide-Mcl-1 binding. inhibition, % at 10 µM. 190,000 tested, 0.1% active. AID 1009;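 also: 0% = no compound tracer wells and 100% = peptide blocker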
Starred values were filed as active, the others as inactive; u = inconclusive; x = not tested or not shown. Rule as the data show it, unless noted: active = inhibition above about 40%.

SMILES	Bfl-1 Bim block	Mcl1 Bid PPI	RGS7-Gao	RGS8-Gao	RGS4-Gao reg	Bcl-2 Bim block	GSH fluor	Bcl-B Bim block	Bim-Bcl-W	Bim-Bcl-XL	Bim-Mcl-1
CCCC(=O)C1=C(SCC)CC(C)(C)C(C(=O)OC)C1=O (configuration not stated)	-2	-4	98	99	101	-5	20	0	-1	0	-2
O=c1c(=O)n(O)c2ccccc2n1O	-12	-23	100	99	100	-9	43	-10	2	0	2
CCCc1cc(=O)[nH]c(SCC(=O)N2CCN(S(=O)(=O)c3ccc(C)cc3)C2)n1	-1	-9	99	102	98	-4	15	-2	-4	-7	-3
C=CCn1c(SCC(=O)Nc2cc(C)on2)nc2sc(C)c(C)c2c1=O	-9	-2	101	103	101	-8	10	-13	-2	-4	-2
CCOC(=O)c1cc(-c2cccs2)nc2c1c(C)nn2-c1ccccn1	4	19	105	114	105	2	11	3	1	4	8
Cc1cc(C)nc(N/C(=N\S(=O)(=O)Cc2ccccc2)Nc2ccccc2Br)n1	-1	5	95	73	95	0	12	-2	-2	-3	-2
Cc1cccc(NC(=O)CSc2nc(COc3ccccc3)nc3ccccc23)c1C	0	33	100	100	101	0	16	-7	-5	-1	-3
CC(=O)Nc1ccc(S(=O)(=O)n2cnc3ccccc32)cc1	-7	-22	103	99	104	-1	4	-5	1	-4	1
COc1ccc(-c2ccc(-c3noc(-c4ccccc4OC)n3)c(OC)n2)cc1	-11	-8	107	104	104	-8	13	-5	0	-6	0
O=c1c(Cc2ccccc2)c(O)ccn1Cc1ccco1	-4	-35	102	102	100	-2	12	0	-2	-1	0
Cc1ccc(NC(=O)c2sc(Cl)nc2-c2ccccc2)cc1	-7	-1	103	102	103	0	5	-6	-1	-6	3
COc1ccc(CN(Cc2ccccn2)C(=O)CN2C(=O)COc3ccccc32)cc1	-10	-21	103	105	97	0	15	-4	3	-1	4
CCOc1nc(C#N)nc(N2CCCCC2)n1	-11	-23	97	99	93	-5	34	-5	1	3	0
O=C(OCC(=O)N1CCN(c2ccccc2)CC1)c1ccc[n+]([O-])c1	-5	-30	103	98	98	-4	10	-1	1	0	0
CN(C)CC1(c2ccccc2)CCCC1	-11	6	103	101	102	-14	59	-28	2	-4	-66
COc1ccc(C(CC(=O)O)NC(=O)c2cc3cc(Br)ccc3oc2=O)cc1OC (configuration not stated)	-8	-2	94	99	96	-2	10	-6	-1	-2	0
CCOC(=O)c1cnc(SCC(=O)N2CCOCC2)nc1N	-4	-1	108	106	105	-2	12	-1	0	-3	0
CN(c1ccccc1)S(=O)(=O)c1ccc(C(=O)Nc2nnc(C3=COCCO3)o2)cc1	-7	-53	96	105	97	-1	8	-4	-1	-3	0
Cc1ncoc1C(=O)Nc1nccs1	-11	-4	96	100	98	-8	13	-9	-5	-2	-1
CC(C)C/C(O)=C/c1nc2cc(Cl)ccc2oc1=O	-1	-100	102	102	101	-7	11	-4	-4	-7	-3
Cc1ccccc1N(CC(=O)N1CCN(c2ccccc2)CC1)S(C)(=O)=O	-14	-30	99	100	99	-2	22	-6	1	-7	-4
CCOc1[nH]c(/N=C/c2ccco2)c(C#N)c1C#N	-1	-8	97	102	105	-3	50	-2	-1	0	17
c1ccc(CC(Nc2ccccn2)c2ccccc2)cc1 (configuration not stated)	-1	3	103	102	103	-3	14	-2	-2	-1	0
C/C(CC(=O)NCc1ccc(F)cc1)=N\NC(N)=S	-1	-24	105	100	106	-1	9	-5	-7	-13	-21
COc1ccc(Cn2nnnc2CN2CCc3ccccc3C2)cc1	-2	34	108	105	106	0	18	-4	-2	-2	-4
Cc1ccc(S(=O)(=O)N2CCC(C(=O)NNC(=O)c3ccc(F)cc3)CC2)cc1	-6	-10	100	103	104	-3	27	-4	0	-3	-8
CC(=O)Nc1ccc(Oc2cc(C#N)c(C#N)cc2N2CCCCCC2)cc1	-9	13	102	100	101	-3	26	-6	2	-3	5
CC(C)C(=O)Nc1ccc(C(=O)Nc2ccc(Br)cc2F)cc1	0	-2	99	98	100	-1	69	0	-2	-2	0
O=C(Cn1cnc([N+](=O)[O-])c1)NC1CCCC1	0	-6	102	100	101	2	5	-4	-2	-3	-3
COc1ccccc1C1=Nn2c(nnc2C2CCCCC2)SC1	-9	14	96	95	94	-9	36	-10	1	5	-4
O=C(Nc1ccc(C(=O)Oc2ccccc2)c(O)c1)c1ccccc1	-5	-12	92	98	93	-4	8	-5	-3	-3	-2
CC1=CC(C)(C)N(C(=O)CSc2nnc(N)s2)c2ccccc21	1	-14	104	104	101	0	18	1	-2	-3	-1
C=CCn1c(-c2sccc2C)n[nH]c1=S	2	-52	101	98	99	-1	9	-7	0	0	-2
Cc1nnc(SCc2nc3ccccc3s2)n1N	-7	-27	94	96	92	-2	25	-7	0	-2	-3
CN1CCN(C(=O)CCC(=O)c2ccc(F)cc2)CC1	-7	4	105	117	104	-8	37	-7	-6	-25	-5
O=C(Cn1cc(C(F)(F)F)ccc1=O)N1CCN(S(=O)(=O)c2ccccc2)CC1	1	-11	97	98	96	0	20	1	4	1	2
COc1ccc(S(=O)(=O)N2CCCC(C(=O)Nc3ccc4c(c3)OCCO4)C2)cc1 (configuration not stated)	0	7	101	99	102	-10	18	4	1	4	1
COc1cc(SC)ccc1C(=O)N1CCN(c2ccccc2)CC1	-4	-44	97	96	98	4	15	-5	0	0	0
COc1ccccc1Nc1ncnc2c1cnn2-c1cccc(C)c1	2	12	98	96	98	0	28	1	5	0	1
O=C(CNC(=O)c1ccc(Br)cc1)NCC(=O)OCc1ccc(Cl)cc1	-4	-15	106	102	104	-2	19	-2	-3	-1	0
O=C(COC(=O)/C=C/c1cccc(F)c1)Nc1ccccc1	1	-36	u	101	100	0	14	1	-5	-2	-3
COc1cc2nc(C3CCC3)nc(N3CCN(c4ccccc4OC)CC3)c2cc1OC	0	-30	100	102	100	1	7	2	0	1	0
COc1cc(CNn2c(C)n[nH]c2=S)cc(Br)c1OCc1ccc(F)cc1	0	-37	103	97	96	-3	10	-11	-5	-9	-6
Cc1cc(C)c2c(N)c(C(=O)c3ccc(Cl)cc3)sc2n1	1	18	101	102	103	1	10	-7	-3	-1	0
O=C(N/N=C1\CCc2ccccc21)c1ccccc1Cl	-1	-8	98	104	99	0	8	-2	-1	-2	-1
COc1ccc(Br)cc1C(=O)Nc1cc(C)cc(C)c1	-3	-11	101	101	102	0	26	0	0	-3	-3
Cc1ccc(C)c(N2CCN(c3ccc(N4C(=O)COCC4=O)cc3[N+](=O)[O-])CC2)c1	-1	-5	99	99	102	2	4	-7	-5	-6	-3
COc1ccc(C(CC(=O)O)NC(=O)C2CCCCC2)cc1 (configuration not stated)	0	-13	105	102	102	0	12	-1	-1	-4	-2
Cc1ccc2nc(SCc3ccc([N+](=O)[O-])cc3)nc(C)c2c1	-16	2	92	99	94	-9	23	-10	-1	-4	-1
CCCCc1ccc(-c2ccc(Br)cc2)nc1	-2	5	x	x	x	13	19	-5	-5	-6	-3
COc1ccc(CN(CCC#N)C(=S)NC(=O)c2ccccc2)cc1	3	-104	104	93	97	3	15	-5	0	0	-1
COC(=O)c1ccc(CN2C(=O)C3CCCCC3C2=O)o1 (configuration not stated)	3	10	107	91	96	0	12	0	-1	0	-1
CCOC(=O)C1(C)NC(c2cccs2)C2C(=O)N(c3ccc(C)cc3)C(=O)C21 (configuration not stated)	7	2	102	96	99	3	11	0	0	0	-1
O=C1N/C(=C/c2ccc(Br)cc2)C(O)=C1C=NCc1ccccc1	-15	54*	100	104	100	-7	10	-8	-5	-7	-3
COc1ccc(/C=N/Nc2nc(NCc3ccco3)nc(Nc3ccc(OC)cc3)n2)cc1	2	-9	100	103	97	1	4	-1	-1	-3	-2
O=C(Nc1ccccc1)N(CCCN1CCOCC1)Cc1ccccc1F	-18	-4	100	100	102	-8	30	-9	-3	-7	-1
COc1cccc(CN2CCC(CO)(CC3CCCCO3)CC2)c1 (configuration not stated)	-9	-29	93	101	100	-3	18	-7	-4	-4	-4
COC(=O)c1ccc(NC(=O)CCn2c(=O)oc3ccccc32)cc1	0	-21	100	102	108	0	10	-1	0	-2	-1
CC(NC(=O)C12CC3CC(CC(C3)C1)C2)C(=O)NCCN(C)C (configuration not stated)	-19	-10	95	97	95	-6	25	-7	-4	-6	-6
CCn1cc(/C=N\NC(=O)COc2cccc(C)c2C)c(C)n1	-1	1	103	94	100	0	13	-6	-3	-7	-3
Further structures follow.
SMILES	Bfl-1 Bim block	Mcl1 Bid PPI	RGS7-Gao	RGS8-Gao	RGS4-Gao reg	Bcl-2 Bim block	GSH fluor	Bcl-B Bim block	Bim-Bcl-W	Bim-Bcl-XL	Bim-Mcl-1
Cc1ccc(C23CC4CC(CC(NC(=O)NC(C)(C)CO)(C4)C2)C3)cc1	-21	-19	100	100	101	-17	26	-12	-4	-11	-5
C=CCNc1nc(-c2c(C)nc3sccn23)cs1	-1	-30	102	103	102	-3	13	-3	-5	-2	-6
c1ccc2[nH]c(CSc3nnc(-c4ccncc4)o3)nc2c1	-16	-5	106	105	103	-10	21	-6	-1	-5	-1
CCCn1nc(C(=O)OCC(=O)Nc2ncc(Cl)c(C)c2Cl)c2ccccc2c1=O	0	-16	103	101	98	-3	10	-1	-2	0	0
Cn1cccc1C(=O)NC(=O)CSc1cccc[n+]1[O-]	1	-34	92	90	80	-2	12	7	2	0	1
CS(=O)(=O)N1N=C(c2ccccc2)CC1c1ccc2nccnc2c1 (configuration not stated)	7	-12	101	98	98	5	6	4	0	0	-4
COCCN(Cc1cn(C)nc1-c1ccccc1F)C(C)C	-2	-42	85	100	99	-3	10	-5	-3	-4	-2
O=c1c(-c2ccc(F)cc2)coc2c3c(ccc12)OCCO3	-15	0	102	101	104	-3	22	-7	-2	-8	-4
C/C(=N/NC(=O)CNC(=O)/C=C/c1ccco1)c1ccc(Cl)cc1	-1	-17	97	99	98	3	9	-5	-3	0	2
Cc1ccc(Cl)cc1-n1c(=O)cc(N2CC(C)OC(C)C2)[nH]c1=O (configuration not stated)	0	-41	95	90	100	-1	17	1	1	0	4
Cc1ccc(C(=O)NC2CCN(C(=O)N3CCOCC3)CC2)cc1	-19	-23	99	102	102	-8	32	-7	-1	-2	-1
O=C(CN1CCC(N2CCCCC2)CC1)N1CCCc2ccccc21	0	26	100	104	101	0	19	2	0	0	-1
O=S(=O)(/N=C(/Nc1ccccn1)c1ccc(Cl)cc1)c1ccc(Cl)cc1	-4	8	97	101	91	-4	10	-7	-4	-11	-6
CC(C)(C)NC(=O)C(c1cccs1)N(Cc1cccs1)C(=O)c1ccc(CN2CCOCC2)o1 (configuration not stated)	-4	-16	105	101	103	-4	13	-6	-2	-5	-2

Arranged by count of non-hydrogen atoms (smallest number first): 3 of the compounds above.
SMILES	Bfl-1 Bim block	Mcl1 Bid PPI	RGS7-Gao	RGS8-Gao	RGS4-Gao reg	Bcl-2 Bim block	GSH fluor	Bcl-B Bim block	Bim-Bcl-W	Bim-Bcl-XL	Bim-Mcl-1
O=c1c(-c2ccc(F)cc2)coc2c3c(ccc12)OCCO3	-15	0	102	101	104	-3	22	-7	-2	-8	-4
CS(=O)(=O)N1N=C(c2ccccc2)CC1c1ccc2nccnc2c1 (configuration not stated)	7	-12	101	98	98	5	6	4	0	0	-4
CC(C)(C)NC(=O)C(c1cccs1)N(Cc1cccs1)C(=O)c1ccc(CN2CCOCC2)o1 (configuration not stated)	-4	-16	105	101	103	-4	13	-6	-2	-5	-2

Assay outcomes as filed in PubChem.
